RAD54 branch = inhibitors of human RAD54 branch migration; RAD54 Holliday junction branch migration, FAM/BHQ fluorescence; inhibition, % at 10.4 µM; actives 0.14% (n = 360,000);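 active = mean normalized replicate activity at least 40 and at least half of replicates scoring 40 or more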;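 note: 0% = median of neutral control wells and 100% = median of positive control wells; inhibitors cause a drop in the FAM fluorescence signal; in these data hits start at about 50%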
Target sequence (Q92698 whole entry, looked up): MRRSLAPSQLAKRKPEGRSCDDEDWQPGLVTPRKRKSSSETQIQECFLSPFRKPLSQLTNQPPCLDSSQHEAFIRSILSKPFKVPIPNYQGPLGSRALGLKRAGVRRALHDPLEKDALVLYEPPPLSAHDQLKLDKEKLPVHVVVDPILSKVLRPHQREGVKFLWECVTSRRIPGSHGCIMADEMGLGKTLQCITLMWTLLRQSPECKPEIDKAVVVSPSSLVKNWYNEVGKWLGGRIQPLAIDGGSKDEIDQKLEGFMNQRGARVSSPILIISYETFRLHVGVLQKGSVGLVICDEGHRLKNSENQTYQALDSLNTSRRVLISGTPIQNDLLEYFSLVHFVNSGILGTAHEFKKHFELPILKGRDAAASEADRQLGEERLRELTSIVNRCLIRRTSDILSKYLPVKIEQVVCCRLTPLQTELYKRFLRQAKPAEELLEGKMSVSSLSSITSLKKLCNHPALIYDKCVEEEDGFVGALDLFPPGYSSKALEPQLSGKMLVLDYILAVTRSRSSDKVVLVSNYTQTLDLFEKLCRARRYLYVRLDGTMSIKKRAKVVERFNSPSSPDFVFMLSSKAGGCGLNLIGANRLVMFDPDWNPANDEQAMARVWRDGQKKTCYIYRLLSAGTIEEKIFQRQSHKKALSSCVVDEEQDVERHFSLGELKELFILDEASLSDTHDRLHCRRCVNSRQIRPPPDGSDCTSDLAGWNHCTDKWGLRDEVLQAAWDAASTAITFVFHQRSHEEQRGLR
E-sel inducer = induces E-selectin expression in human endothelial cells; P16581; HUVEC E-selectin immunofluorescence imaging; normalized: neutral wells 0, TNF-alpha wells 100; activation, % at 7.58 µM; AID 686992; actives 0.37% (n = 260,000);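 active = mean E-selectin-positive cell signal at least 10% of the positive control, reached in at least 60% of replicates, without over 20% cell loss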;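 note: in these data hits start at about 27%; measured in HUVEC primary endothelial cells; signal is the percent of cells scored E-selectin positive by PE staining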
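Assay system: HUVEC primary endothelial cells. Input: 3,000 HUVEC seeded per well. Doses: one compound dose added by pin transfer. Read-out basis: % PE-positive cells. Benchmarks: TNF-alpha high, DMSO low. Detection: immunofluorescence imaging. Buffer or medium: EGM-2, gelatin.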
RAD52 inh = blocks human RAD52 DNA annealing; P43351; recombinant RAD52 DNA annealing, FRET fluorescence; inhibition, % at 18.7 µM; actives 0.46% (n = 360,000); AID 651710;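 active = every replicate showing at least 50% inhibition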
EWS-Fli block = blocks EWS/Fli oncoprotein-driven transcription. actives 0.67% (n = 350,000). AID 651661. inhibition, % at 12.6 µM. A673 NR0B1-luciferase reporter, viability-normalised;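 active = mean inhibition of at least 50% after viability correction, with every replicate also passing that limit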;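 note: firefly luciferase signal divided by Alamar Blue viability fluorescence both relative to DMSO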
S100A4 MyoIIA = inhibitors of human S100A4 binding to myosin IIA peptide; P26447; S100A4/TAMRA-MyoIIA peptide fluorescence polarization; inhibition, % at 10.7 µM; actives 0.14% (n = 360,000); AID 652163;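 active = mean inhibition of at least 70% across replicates, with every replicate also reaching that level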
Target sequence (P26447 whole entry, looked up): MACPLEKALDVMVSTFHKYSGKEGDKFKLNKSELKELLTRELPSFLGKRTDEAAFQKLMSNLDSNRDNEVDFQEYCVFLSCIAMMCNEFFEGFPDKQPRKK
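assay system = human S100A4 monomer with TAMRA-labelled myosin IIA peptide | also added = labelled myosin peptide probe, 5 nM | incubation = 5 min between mix addition and reading | control set = DMSO and TFP controls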
XiGFP reactiv = reactivates the inactive X chromosome in mouse fibroblasts | AID 743238 | actives 0.055% (n = 360,000) | XiGFP mouse fibroblasts, % GFP-positive cells imaging, 3 d; cells co-treated with 5-aza-dC sensitizer; scaled so ellipticine positive control = 100% | activation, % at 7.58 µM;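 active = mean normalized replicate activation at least 10% and every replicate at or above 10%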;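 note: 0% = median of on-plate neutral control wells and 100% = ellipticine 6 µM median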
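Material: XiGFP fibroblasts, SV40-immortalized; Buffer or medium: DMEM containing 5-aza-dC; Compound dosing: single point; Times: 3 days compound exposure.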
FN deposit inh = fibronectin deposition inhibition. AH1F fibroblasts, Alexa488-fibronectin deposition fluorescence, overnight. inhibition, % at 12.6 µM. actives 0.086% (n = 350,000). AID 743247;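 active = mean inhibition across replicates of 30% or more, regardless of how many single replicates reach that level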;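 note: positive control wells lacked labelled fibronectin entirely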
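Schedule: 1 h cell adhesion before compound, then overnight fibronectin incubation; test system: AH1F fibroblast monolayer depositing Alexa488-labelled fibronectin into matrix; quantity: 10000 AH1F cells per well; probe or stimulus: fluorescent fibronectin at 24 nM final; signal: fluorescence, ex 485 nm, em 525 nm; evaluation: percent inhibition as loss of matrix-bound fibronectin fluorescence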
esBAF inh = inhibitors of esBAF chromatin remodeling in mouse ES cells | AID 602393 | Bmi1-luciferase knock-in reporter, 24 h; 100% = twice the neutral-well signal | actives 2% (n = 350,000) | reporter increase, % at 12.5 µM; in the data active = activation above about 40%;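 note: 0% = median of the plate's neutral control wells and 100% = double that signal; a rise in the Bmi1 reporter signal indicates esBAF inhibition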
* = called active by the depositor; . = not tested or not shown; & = joins results of further samples.

SMILES	RAD54 branch	E-sel inducer	RAD52 inh	EWS-Fli block	S100A4 MyoIIA	XiGFP reactiv	FN deposit inh	esBAF inh
CN(C(=O)COC(=O)c1ccc([N+](=O)[O-])cc1)c1ccccc1	.	.	8	-5	0	-0.1	-5	.
Cc1noc(C)c1S(=O)(=O)N(C)C[C@@H]1OCCCC[C@H](C)Oc2ccc(NS(=O)(=O)c3cccs3)cc2C(=O)N([C@H](C)CO)C[C@H]1C	-5	.	-72	-13	-16	-0.5	.	-3
CC(C)C(=O)Nc1nc(-c2ccc3c(c2)CCN3C(=O)C2CC2)cs1	-3	0.1	-9	-42	-8	0.2	1	36
CN(Cc1ccccc1)C(=O)c1cccc(NC(=O)Cc2ccc(NC(=O)C3CCN(C(=O)c4ccccc4)CC3)cc2)c1	-12	0.4	-4	-5	0	-0.1	0	1
CN1CCN(c2ncnc3c2ncn3[C@H]2CN(Cc3ccc(C(=O)O)cc3)C[C@@H](CO)O2)CC1	-5	0.0	-28	-5	1	0.1	9	-11
CCCn1c(=O)c(C(=O)NCCc2ccccc2)c(O)c2ccccc21	-10	0.3	-4	-22	-2	0.0	6	0
O=C(O)/C=C/C(=O)Nc1ccc(SC(F)(F)C(F)(F)C(F)(F)F)cc1	.	-0.7	-7	8	-2	0.0	-2	.
Cn1cc(Br)c(-c2cccc(NC(=O)CC(C)(C)CC(=O)O)c2)n1	.	.	-1	9	9	0.1	4	0
COc1ccc(N2CCN(C(=O)c3ccccc3NS(=O)(=O)c3ccccc3)CC2)cc1	2	-3.9	-6	1	-2	0.0	-3	-2
COCCCNC(=O)CCCOc1ccccc1	-11	.	8	-1	-24	.	.	0
CCOC(=O)C[C@H]1c2ccccc2S(=O)(=O)N1Cc1ccc(Cl)cc1	-3	0.0	-14	-6	0	0.1	10	-13
COc1ccc(NS(=O)(=O)c2ccc(C)c(C(=O)N3CCN(Cc4cc(OC)ccc4OC)CC3)c2)cc1	14	0.7	2	6	-2	0.0	8	-2
Cc1cc(C)nc(NC(=O)c2ccc(Cl)cc2[N+](=O)[O-])c1	0	.	.	.	.	0.1	-4	-7
CN(C)c1cccc(C(=O)N/C=C/n2cnc3cc(C(F)(F)F)ccc32)c1	.	.	6	17	-4	0.0	-2	.
O=C(Cc1ccccc1)NNC(=S)NC(=O)c1cccs1	0	.	-17	16	-4	0.1	-7	.
C[C@H]1CN([C@@H](C)CO)S(=O)(=O)c2ccc(-c3ccccc3)cc2O[C@@H]1CN(C)S(C)(=O)=O	-7	0.4	-4	11	14	-0.9	-6	3
Cc1ccc(OCC(=O)Nc2ccc(N3CCN(S(C)(=O)=O)CC3)cc2)cc1C	.	.	-6	-3	2	0.1	5	.
NC(=O)C1CCN(C(=O)COc2cccc3cccnc23)CC1	.	-0.1	-18	5	1	0.4	-1	-3
Cc1csc2nc(SCC(=O)N3CCN(c4ccccc4)CC3)[nH]c(=O)c12	5	-0.4	-23	.	2	0.0	.	.
Cc1cccc(S(=O)(=O)N2CC[C@H]3[C@H](CO)Nc4ccc(-c5ccccc5F)cc4[C@H]32)c1	7	0.3	.	11	.	0.2	17	-3
COc1ccc(C(=O)NCc2cccnc2)cc1	0	.	.	.	4	.	0	1
O=C1CCCC2=C1C(c1ccccn1)Nc1ccc(C(=O)c3ccccc3)cc1N2 (stereo unspecified)	.	.	-2	80*	-4	0.0	.	.
Cc1ccnc(NS(=O)(=O)c2cc([N+](=O)[O-])ccc2C)c1	.	.	-5	-13	-1	0.0	-7	.
C[C@H]1CN([C@@H](C)CO)C(=O)CCCn2nncc2CO[C@@H]1CN(C)C(=O)c1ccc(N2CCN(C)CC2)cc1	2&5	0.3&0.5	-1&1	-3&4	-7&22	0.1&0.2	8&1	-4&2
Cc1ccsc1C(=O)OC(C)C(=O)NC1CCCCC1C (stereo unspecified)	-2	-1.1	3	-1	-3	0.3	-4	-3

3 records drawn at random from the list so far:
SMILES	RAD54 branch	E-sel inducer	RAD52 inh	EWS-Fli block	S100A4 MyoIIA	XiGFP reactiv	FN deposit inh	esBAF inh
CN1CCN(c2ncnc3c2ncn3[C@H]2CN(Cc3ccc(C(=O)O)cc3)C[C@@H](CO)O2)CC1	-5	0.0	-28	-5	1	0.1	9	-11
Cc1csc2nc(SCC(=O)N3CCN(c4ccccc4)CC3)[nH]c(=O)c12	5	-0.4	-23	.	2	0.0	.	.
Cc1ccc(OCC(=O)Nc2ccc(N3CCN(S(C)(=O)=O)CC3)cc2)cc1C	.	.	-6	-3	2	0.1	5	.

(list continues)
SMILES	RAD54 branch	E-sel inducer	RAD52 inh	EWS-Fli block	S100A4 MyoIIA	XiGFP reactiv	FN deposit inh	esBAF inh
C[C@H]1CN([C@@H](C)CO)C(=O)c2cccc(NC(=O)Nc3ccc(F)cc3)c2O[C@@H]1CN(C)C(=O)Nc1ccccc1	3	-0.5	-4	10	1	-0.6	.	-1
O=C(O)C1(c2ccccc2)CCN(S(=O)(=O)c2cccc(Cl)c2)CC1	7	.	-5	4	-4	0.2	7	-3
CCCc1ccc(C(C)NC(=S)NCc2ccc(F)cc2)cc1 (stereo unspecified)	1	-0.1	-32	17	-5	-0.1	-1	-11
COc1ccc2cc(C3OCCO3)c(Cl)nc2c1	.	-0.1	-6	-70	-4	0.0	-2	.
COCCCn1c(SCC(=O)NC2CCCCC2)nnc1-c1ccco1	8	0.2	-12	-8	-3	0.3	-4	-11
C[C@@H]1CN([C@@H](C)CO)C(=O)c2ccccc2-c2ccccc2CO[C@@H]1CN(C)Cc1cccc(F)c1	0	-0.5	12	-7	-4	-1.1	-1	1
COc1ccc(NC(=O)Nc2cccc3c2O[C@H](CN(C)C(=O)Nc2c(C)noc2C)[C@H](C)CN([C@H](C)CO)C3=O)cc1	6	0.0	-2	-2	5	0.0	-3	2
CC(C)(C)NC(=O)CN(CC1CCCO1)C(=O)CNS(=O)(=O)c1ccc(F)cc1 (stereo unspecified)	8	.	-11	-10	-4	0.1	0	-8
Cc1c(Cl)ccc2sc(N3CCN(C(=O)C4=COCCO4)CC3)nc12	0	.	3	-8	0	0.3	6	12
C[C@H]1CN([C@@H](C)CO)S(=O)(=O)c2ccc(/C=C/c3ccccc3)cc2O[C@@H]1CN(C)C(=O)NC1CCCC1	-8	6.6	-7	11	7	-0.6	9	8
Cc1ccc(N2CC(C(=O)N3CCC(C(=O)Nc4nnc(C(C)(C)C)s4)CC3)CC2=O)cc1 (stereo unspecified)	4	0.2	-18	3	3	0.3	5	-3
COCc1cc(N2CCN(C(=O)OC(C)(C)C)C[C@@H]2C)ccc1N1CCS(=O)(=O)CC1	.	-0.2	-20	-11	-3	0.3	-2	.
CCn1ncc(C2=NOC(C(=O)Nc3ccccc3C(=O)OC)C2)c1C (stereo unspecified)	5	.	-1	-3	3	.	.	9
O=C(Nc1nc(-c2ccccc2)c(C(=O)c2ccccc2)s1)c1ccc(S(=O)(=O)N2CCCCC2)cc1	3	-0.6	.	8	.	0.0	-6	.
Cc1ccc(/C=N/Nc2ccnc3cc(Cl)ccc23)c(C)c1	6	.	-12	76*	-6	1.1	12	.
COc1cc(CN2CCC(C(=O)NC(c3ccc(F)cc3)c3ncccc3C)CC2)cc(OC)c1 (stereo unspecified)	-11	-0.3	-8	5	15	0.0	-1	1
CCN(CC(=O)Nc1cccc(S(=O)(=O)N2CCCC2)c1)CC(=O)Nc1ccccc1OC	.	1.7	-9	-7	5	0.0	-9	.
COC(=O)c1ccc2c(=O)[nH]c(COC(=O)CCC(=O)c3ccc(Cl)cc3)nc2c1	-9	6.7	-7	2	-3	0.1	-6	1
Cc1nnc(SCC(=O)N2CCN(c3ccccc3)CC2)n1C1CC1	-8	-1.8	-410	-6	-50	-0.1	-4	6
CCN(CC(=O)Nc1cc(Cl)ccc1C)C(=O)CCS(=O)(=O)c1ccc(Cl)cc1	-8	0.0	-22	.	0	-0.1	4	-1
Cn1c(=O)c2c(nc(N3CCCC3)n2C)n(C)c1=O	6	-0.5	-5	7	-3	0.1	1	2
Cc1nc2nc(SCC(=O)NCCCN3CCOCC3)nn2c(C)c1Cc1ccccc1	-4	0.1	-11	-3	-7	-0.3	0	-5
C[C@@H]1CCCCO[C@H](CN(C)S(=O)(=O)c2cn(C)cn2)[C@H](C)CN([C@@H](C)CO)C(=O)c2cc(NS(=O)(=O)c3ccc(Cl)cc3)ccc2O1	9	.	-45	-6	-1	0.0	2	3
Brc1ccc(/C=N/n2cnnc2)s1	.	4.7	-8	-1	0	0.3	0	0
COc1ccc(C(C#N)=C2C=CC(=NO)C=C2)cc1	.	-6.9	8	6	15	0.0	6	.
(further entries)
SMILES	RAD54 branch	E-sel inducer	RAD52 inh	EWS-Fli block	S100A4 MyoIIA	XiGFP reactiv	FN deposit inh	esBAF inh
O=C(Nc1ccc(C(=O)N2CCCC2)cc1)c1ccc(F)cc1Cl	-14	-3.6	-21	-15	-9	0.1	2	.
Cc1ccc(N2C(=O)C3C(C2=O)N2CCCN2C3c2ccccc2)cc1C (stereo unspecified)	.	.	-34	5	2	0.1	1	.
COc1cccc(-n2c(CN3CCN(c4cccc(C)c4)C(C)C3)nc3ccc([N+](=O)[O-])cc3c2=O)c1 (stereo unspecified)	-13	.	-7	15	-18	0.0	2	.
CNC[C@H]1Oc2ccc(NC(=O)C3CCCCC3)cc2C(=O)N([C@@H](C)CO)C[C@@H]1C	-1	0.1	-12	-11	5	-0.5	-8	-4
COc1ccc(N2C(=O)N(Cc3ccc(C)cc3)c3ccccc3S2(=O)=O)cc1	-2	0.3	-4	7	-1	0.0	3	5
O=C(NCCc1csc(-c2ccccc2)n1)c1ccco1	2	0.8	-6	-7	-4	-0.1	-2	13
CCn1c(-c2ccccc2)c(C(=O)CCl)c2ccccc21	.	.	-13	34	1	0.0	-1	.
CC(=O)NCCNC(=O)c1ccc(-n2c(C)ccc2C)cc1	-7	-2.6	-59	-3	-15	-0.1	9	-2
CCOC(=O)CSC1=C(C#N)C(c2ccco2)C(C(=O)OCc2ccccc2)=C(C)N1 (stereo unspecified)	-2	.	-45	9	-4	.	.	.
Cc1cc(NC(=O)c2cccs2)no1	-15	-0.4	-3	-22	0	.	8	20
O=C(N/N=C/c1cc(Br)c(O)c(Br)c1)c1cc2c(ccc3ccccc32)o1	-4	-0.3	-1	.	1	0.2	.	6
COc1cc(/C=C/C(=O)c2ccc(NS(=O)(=O)c3ccc(C)cc3)cc2)ccc1OC(F)F	-4	2.0	.	.	.	0.3	3	10
CCCNC(=O)c1cc(C2CCCCN2C(=O)OCC(C)C)on1 (stereo unspecified)	-1	-2.8	-1	-2	14	0.0	4	-3
O=C(COC(=O)COc1ccc(Br)cc1)NCCC1=CCCCC1	-18	0.7	-15	4	0	0.7	3	.
CC(C)NC(=O)Nc1ccc2c(c1)C(=O)N([C@@H](C)CO)C[C@H](C)[C@@H](CN(C)Cc1ccccc1)OCCCC[C@H](C)O2	2	-0.1	13	-3	-14	0.0	0	-2
COc1ccc(NC(=O)Nc2ccc3c(c2)C(=O)N([C@@H](C)CO)C[C@@H](C)[C@H](CN(C)Cc2ccc(C(F)(F)F)cc2)OCCCC[C@@H](C)O3)cc1	-3	0.3	-15	0	5	0.1	-14	10
CCCCC(NS(=O)(=O)c1ccc(OC)cc1)C(=O)O (stereo unspecified)	6	-0.9	.	.	.	.	4	-9

Screening data (PubChem)

Not a hit list; about 3% have a hit in one of these screens.
